CBFb-RUNX1 inh = blocks binding between human CBF-beta and RUNX1; AlphaScreen CBFb-His/RUNX1-biotin binding, biochemical; Potency, µM (series often up to 59.8 µM), inactives show at the highest dose activity, negative = inhibition, most hits filed as inhibitors; 230,000 tested, under 10 active; AID 1477; further: % of control where 0% means no effect
Target sequence (Q01196 whole entry, looked up): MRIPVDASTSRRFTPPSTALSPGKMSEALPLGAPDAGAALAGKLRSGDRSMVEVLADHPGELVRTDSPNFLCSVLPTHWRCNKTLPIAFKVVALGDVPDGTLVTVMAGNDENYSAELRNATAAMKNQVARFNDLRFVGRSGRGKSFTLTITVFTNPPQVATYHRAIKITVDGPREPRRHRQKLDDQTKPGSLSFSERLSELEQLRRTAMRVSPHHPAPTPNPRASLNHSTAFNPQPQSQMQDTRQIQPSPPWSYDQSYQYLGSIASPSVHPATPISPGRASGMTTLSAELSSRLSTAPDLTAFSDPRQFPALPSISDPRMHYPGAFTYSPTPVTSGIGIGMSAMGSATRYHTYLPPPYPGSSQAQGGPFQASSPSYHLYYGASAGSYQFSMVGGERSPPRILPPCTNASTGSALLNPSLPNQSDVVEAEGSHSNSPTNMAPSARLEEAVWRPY
Target sequence (Q13951 whole entry, looked up): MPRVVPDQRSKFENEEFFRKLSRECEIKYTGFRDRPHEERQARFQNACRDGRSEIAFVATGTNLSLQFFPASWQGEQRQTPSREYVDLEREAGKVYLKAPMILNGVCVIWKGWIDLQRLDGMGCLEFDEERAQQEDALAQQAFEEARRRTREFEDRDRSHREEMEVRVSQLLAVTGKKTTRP
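Interaction loss through any mechanism counts as activity. Pre-formed complex of His-CBF-beta and biotin-RUNX1 (30 nM apiece) is incubated with compound 15 min, then with 50 ng nickel and 50 ng streptavidin beads for 90 min before AlphaScreen detection.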
HTT aggregate = inhibitors of mutant huntingtin aggregate formation in PC12 cells | PC12 HttQ103-GFP aggregates, Acumen cytometry, 40 h | actives 1.1% (n = 220,000) | Potency, µM (series often up to 46.1 µM), for inactives: at the top dose activity change, negative = inhibition, most hits filed as inhibitors; further: potency means the concentration at half of the fitted maximal effect; on the % scale 0 is the no-effect control and ±100 the full control effect; nearly all actives have a fitted effect of over 60% in size
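Aggregate formation scored by laser-scanning cytometer (488 excitation, 500–530 emission) in lysed PC12 cells expressing Q103-GFP after 100 nM tebufenozide induction; library tested in dose series, with ATPLite reagent added in the multiplex.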
NPSR antagonist = blocks cAMP signaling of the human neuropeptide S receptor. actives 1% (n = 220,000). Q6W5P4. AID 1461. Potency, µM (top dose mostly 38.3 µM), for the others: at the top dose activity change, negative = inhibition, most hits filed as inhibitors. CHO-NPSR cells, cAMP TR-FRET, antagonist mode; further: potency means the concentration at half of the fitted maximal effect; on the % scale 0 is the no-effect control and ±100 the full control effect; nearly all actives have a fitted effect of over 50% in size; many of its hits are not listed in these tables
Target sequence (Q6W5P4 whole entry, looked up): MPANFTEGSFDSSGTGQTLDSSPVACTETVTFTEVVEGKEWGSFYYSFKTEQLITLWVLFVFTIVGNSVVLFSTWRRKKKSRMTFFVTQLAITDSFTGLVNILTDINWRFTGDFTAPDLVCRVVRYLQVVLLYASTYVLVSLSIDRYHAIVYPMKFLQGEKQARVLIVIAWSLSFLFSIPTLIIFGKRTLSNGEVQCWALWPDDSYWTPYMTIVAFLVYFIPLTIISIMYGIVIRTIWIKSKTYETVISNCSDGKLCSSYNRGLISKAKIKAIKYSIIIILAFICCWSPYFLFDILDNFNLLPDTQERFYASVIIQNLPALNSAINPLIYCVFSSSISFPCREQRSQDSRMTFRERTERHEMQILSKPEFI
L3MBTL1 block = inhibitors of human L3MBTL1 | AlphaScreen L3MBTL1–H3K9me1 peptide binding | Q9Y468 | actives 0.66% (n = 230,000) | Potency, µM (doses to about 57.1 µM), inactives show at the top dose activity, negative = inhibition, hits mostly inhibitors; further: potency means the concentration at half of the fitted maximal effect; on the % scale 0 is the no-effect control and ±100 the full control effect; nearly all actives have a fitted effect of over 60% in size
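First, the protein-peptide complex forms for 30 min at room temperature (L3MBTL1 50 nM, biotinylated H3K9me1 peptide 75 nM). Next, compounds are pin-transferred and incubated 30 min. Finally, AlphaScreen beads are added and read after 30 min.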
KinaseGlo FLuc = Kinase-Glo luciferase inhibition (counter-screen). Q27757. Kinase-Glo luciferase, ATP luminescence, 8 min. Potency, µM (highest dose often 38.3 µM), for inactives: at the highest dose activity change, negative = inhibition, usual class: inhibitors. actives 0.28% (n = 200,000); further: potency means the concentration at half of the fitted maximal effect; on the % scale 0 is the no-effect control and ±100 the full control effect; nearly all actives have a fitted effect of over 60% in size
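Inhibition of Kinase-Glo luciferase light generation was assessed at 10 uM ATP in pH 7.2 imidazole buffer, with luminescence measured after eight minutes at ambient temperature.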
Epigenetic reg = derepresses silenced GFP reporter in murine cells; Potency, µM (highest dose often 53.9 µM), inactives show at the top dose GFP activation, usual class: activators; actives 0.2% (n = 280,000); murine LDR cells, GFP reporter derepression, 30 h; further: potency means the concentration at half of the fitted maximal effect; % of control where 0% means no effect; nearly all actives have a fitted effect of over 60% in size
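Murine LDR cells bearing a silenced CMV-driven GFP reporter were exposed to compound for 30 h at 37 C. After PBS washes, GFP-positive cells (20-120 um objects) counted by laser-scanning microplate cytometry.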
IMPase Li cell = IMPase inhibition in cells with lithium potentiation | CHO-M1 cells, IP1 TR-FRET (IP-One), carbachol + lithium | Potency, µM (series often up to 59.4 µM), for the others: at the top dose activity, negative = IMPase inhibition, actives largely listed as inhibitors | actives 0.35% (n = 210,000) | AID 1457;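 further: IP1 builds up when IMPase is blocked and the TR-FRET signal falls; potency means the concentration at half of the fitted maximal effect; plate controls were basal vehicle for no effect and high inhibitor control for full effect; nearly all actives have a fitted effect of over 50% in size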
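CHO-M1, 2000 cells/well, 16–30 h culture; cpd + low Li+, 30 min 37C; lysis with d2-IP1/Eu-anti-IP1 Ab, 10 min RT; TR-FRET 665/620 ratio and 620 channel; AC50 via Hill.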
* = called active by the depositor; & = joins results of further samples; [ ] = remark or other dose. The call rests on the fitted dose curve; in most records, active means well fitted curve in the direction sought with a large enough effect; inconclusive means small, poorly fitted or top-dose-only effect, or another doubt; inactive means no such curve, though single readings can be large; an effect the other way counts as inactive or inconclusive. A portion of the library; count on the stated rates, not on these rows.

Screening CC(C)(C)SCCNS(=O)(=O)c1ccc(C#N)cc1 returned CBFb-RUNX1 inh 4%, HTT aggregate -12%[9.22 µM], NPSR antagonist 7%, L3MBTL1 block 1% and Epigenetic reg -1.0%.
For Cn1c(=O)[nH]c(=O)c2c1nc(CN1CCOCC1)n2CCCc1ccccc1 the results were CBFb-RUNX1 inh 12%, HTT aggregate 13%, NPSR antagonist -9%[46.1 µM], L3MBTL1 block -16%, KinaseGlo FLuc 2%, Epigenetic reg 0.0% and IMPase Li cell 1%[38.3 µM].
For O=C(O)c1nn(-c2ccccc2C(F)(F)F)cc1O the results were CBFb-RUNX1 inh 5%, HTT aggregate -14%[9.22 µM], NPSR antagonist 2% and Epigenetic reg 2.5%.
`CC1(C)Oc2ccc(C(=O)N3CCCCC3)cc2N(CC(=O)NCc2ccccc2)C1=O` gave CBFb-RUNX1 inh -4%, HTT aggregate 30%, NPSR antagonist -7%[46.1 µM], KinaseGlo FLuc 1%, Epigenetic reg -1.0% and IMPase Li cell 2%[38.3 µM].
`C=CC(=O)c1ccc2ccccc2c1` gave CBFb-RUNX1 inh 13%&19%, KinaseGlo FLuc -5%, Epigenetic reg 0.0%&-2.4% and IMPase Li cell 14%&18%.
`Cc1ccc(C(=O)C(OC(=O)CN2C(=O)c3ccccc3C2=O)c2ccccc2)cc1` (stereo unspecified) gave CBFb-RUNX1 inh 0%, HTT aggregate -15%, NPSR antagonist -29%[46.1 µM], L3MBTL1 block 2%, KinaseGlo FLuc -6%, Epigenetic reg 0.0% and IMPase Li cell -6%[38.3 µM].
COc1ccc(NC(=O)CN2C(=O)CSC2=O)cc1 was read as CBFb-RUNX1 inh 6%, HTT aggregate -14%[9.22 µM], NPSR antagonist -17%, L3MBTL1 block 4%, KinaseGlo FLuc -3%, Epigenetic reg 3.7% and IMPase Li cell 5%.
`Cc1cccc(Oc2cc(NC(=O)Cn3cnc([N+](=O)[O-])n3)cc([N+](=O)[O-])c2)c1` gave CBFb-RUNX1 inh 4%, HTT aggregate -16%, NPSR antagonist -37%, L3MBTL1 block -17%, KinaseGlo FLuc -1%, Epigenetic reg -0.9% and IMPase Li cell 21%.
Screening COC/C=C/C1=CC2=CC(=O)C(C)(OC(=O)C3CCCC3)C(=O)C2=CO1 (stereo unspecified) returned CBFb-RUNX1 inh 1%&-29%, HTT aggregate 29%[9.22 µM], NPSR antagonist -13%, KinaseGlo FLuc -5%, Epigenetic reg -1.1%&3.2% and IMPase Li cell 23%.
Screening O=C(CCCc1ccccc1)NCc1cccnc1 returned CBFb-RUNX1 inh 0%, HTT aggregate 6%, NPSR antagonist 6%[46.1 µM], L3MBTL1 block -2%, KinaseGlo FLuc 0%, Epigenetic reg 0.8% and IMPase Li cell 4%[38.3 µM].
COc1ccc(C(CC(=O)O)NC(=O)c2cc3cc(Br)ccc3oc2=O)cc1OC (stereo unspecified) was read as CBFb-RUNX1 inh -2%, HTT aggregate 0%, NPSR antagonist 3%, KinaseGlo FLuc 2%, Epigenetic reg 2.9% and IMPase Li cell -5%.
O=C(Nc1ccc(Cl)cc1)Nc1cc([N+](=O)[O-])ccc1F was read as CBFb-RUNX1 inh 4%, HTT aggregate 20µM*, NPSR antagonist -12%, L3MBTL1 block 6%, KinaseGlo FLuc 1%, Epigenetic reg 1.1% and IMPase Li cell 8%.
Cc1ccc(C)n1-c1nccc(-c2ccco2)n1 was read as CBFb-RUNX1 inh -1%, HTT aggregate 6%, NPSR antagonist -13%, L3MBTL1 block -7%, KinaseGlo FLuc 0%, Epigenetic reg -1.4% and IMPase Li cell -21%.
Cc1nc(N2CCN(Cc3ccccc3)CC2)nc2c1C(=O)CC(c1ccco1)C2 (stereo unspecified) was read as CBFb-RUNX1 inh 1%, HTT aggregate inconclusive, NPSR antagonist -22%[46.1 µM], KinaseGlo FLuc 0%, Epigenetic reg -0.9% and IMPase Li cell 25%[38.3 µM].
COc1ccc(C(=O)NCCn2cc(SCC(N)=O)c3ccccc32)cc1 was read as CBFb-RUNX1 inh 0%, HTT aggregate -8%[9.22 µM], NPSR antagonist 0% and Epigenetic reg 2.1%.
O=C1CSC(c2cn(-c3ccccc3)nc2-c2cc3ccccc3oc2=O)N1Cc1ccccc1 (stereo unspecified) was read as CBFb-RUNX1 inh 2%, HTT aggregate 19%, NPSR antagonist -24%[46.1 µM], KinaseGlo FLuc 1%, Epigenetic reg -1.2% and IMPase Li cell 18%[38.3 µM].
Screening CCOc1ccc2nc(NC(=O)c3cc([N+](=O)[O-])ccc3N3CCOCC3)sc2c1 returned CBFb-RUNX1 inh -10%, HTT aggregate -27%, NPSR antagonist 5%, L3MBTL1 block -19%, KinaseGlo FLuc -1%, Epigenetic reg -2.2% and IMPase Li cell -2%.
For Nc1ccc2nc3c(=O)n(C4CCCCC4)c(=O)[nH]c3nc2c1 the results were CBFb-RUNX1 inh 2%, HTT aggregate inconclusive, NPSR antagonist -28% and Epigenetic reg 2.2%.
`CCCn1c(-c2ccc(F)cc2)nc2c(NCC3CCCN3CC)nc(C)nc21` (stereo unspecified) gave CBFb-RUNX1 inh 12%, KinaseGlo FLuc 1%, Epigenetic reg 5.0% and IMPase Li cell 5%.
`COC(=O)c1cccc(Cn2nc(C)c([N+](=O)[O-])c2C)c1` gave CBFb-RUNX1 inh -2%, HTT aggregate 7%, NPSR antagonist 15%, KinaseGlo FLuc -1%, Epigenetic reg 1.4% and IMPase Li cell 6%.

As a working copy, two of the compounds above.
Screening CC(C)(C)SCCNS(=O)(=O)c1ccc(C#N)cc1 returned CBFb-RUNX1 inh 4%, HTT aggregate -12%[9.22 µM], NPSR antagonist 7%, L3MBTL1 block 1% and Epigenetic reg -1.0%.
For Cn1c(=O)[nH]c(=O)c2c1nc(CN1CCOCC1)n2CCCc1ccccc1 the results were CBFb-RUNX1 inh 12%, HTT aggregate 13%, NPSR antagonist -9%[46.1 µM], L3MBTL1 block -16%, KinaseGlo FLuc 2%, Epigenetic reg 0.0% and IMPase Li cell 1%[38.3 µM].

Pulled one by one from above, 2 records:
`CC1(C)Oc2ccc(C(=O)N3CCCCC3)cc2N(CC(=O)NCc2ccccc2)C1=O` gave CBFb-RUNX1 inh -4%, HTT aggregate 30%, NPSR antagonist -7%[46.1 µM], KinaseGlo FLuc 1%, Epigenetic reg -1.0% and IMPase Li cell 2%[38.3 µM].
Screening COC/C=C/C1=CC2=CC(=O)C(C)(OC(=O)C3CCCC3)C(=O)C2=CO1 (stereo unspecified) returned CBFb-RUNX1 inh 1%&-29%, HTT aggregate 29%[9.22 µM], NPSR antagonist -13%, KinaseGlo FLuc -5%, Epigenetic reg -1.1%&3.2% and IMPase Li cell 23%.

(list continues)
`CCN(CC)S(=O)(=O)c1ccc(NC(=O)c2cc(C(=O)OC)cc([N+](=O)[O-])c2)cc1` gave CBFb-RUNX1 inh -1%, HTT aggregate 12%, NPSR antagonist -12%[46.1 µM], L3MBTL1 block -5% and Epigenetic reg 1.8%.
Screening COc1cccc(NC(=O)Cn2c(=O)n(-c3ccccc3)c(=O)c3oc4ccccc4c32)c1 returned CBFb-RUNX1 inh -18%, HTT aggregate 28%, NPSR antagonist -14%, L3MBTL1 block -4%, KinaseGlo FLuc 0%, Epigenetic reg -2.0% and IMPase Li cell -2%.
COc1ccc(C/C(C)=N/Nc2nc(C)cc(=O)[nH]2)cc1 was read as CBFb-RUNX1 inh 1%, HTT aggregate -9%, NPSR antagonist 14%, Epigenetic reg -1.3% and IMPase Li cell 3%.
CN(C(=O)COC(=O)/C=C/c1cn(-c2ccccc2)nc1-c1ccc2c(c1)OCCO2)C1CCS(=O)(=O)C1 (stereo unspecified) was read as CBFb-RUNX1 inh 8%, HTT aggregate 12%, NPSR antagonist -9%, L3MBTL1 block -2%, KinaseGlo FLuc -1%, Epigenetic reg -2.5% and IMPase Li cell 4%.
For CCCOc1ccc(-c2nc(=S)[nH][nH]2)cc1 the results were CBFb-RUNX1 inh -1%, HTT aggregate -13%, NPSR antagonist -12%[46.1 µM], KinaseGlo FLuc 7%, Epigenetic reg 1.2% and IMPase Li cell -14%[38.3 µM].
For CCN(CC)CCN1C(=O)C(=O)/C(=C(/O)c2ccc(F)cc2)C1c1cccnc1 (stereo unspecified) the results were CBFb-RUNX1 inh 5%, HTT aggregate 14%, NPSR antagonist -4%[46.1 µM], L3MBTL1 block 12%, KinaseGlo FLuc -2%, Epigenetic reg 2.3% and IMPase Li cell 0%.
Screening N#C/C(=C\c1ccccc1)c1nc2ncccc2[nH]1 returned CBFb-RUNX1 inh inconclusive, HTT aggregate -12%, NPSR antagonist -17%[46.1 µM], L3MBTL1 block -5%, KinaseGlo FLuc -1%, Epigenetic reg -3.3% and IMPase Li cell -11%[38.3 µM].
For c1ccc(-c2nnn(C34CC5CC(CC(C5)C3)C4)n2)cc1 the results were CBFb-RUNX1 inh 16%, HTT aggregate -18%, NPSR antagonist -14%[46.1 µM], KinaseGlo FLuc -5%, Epigenetic reg 0.0% and IMPase Li cell 36%[activator][38.3 µM].
`CC(C)Sc1nc(SCC(=O)O)c2c3c(sc2n1)COC(C)(C)C3` gave CBFb-RUNX1 inh 2%, HTT aggregate 7%[9.22 µM], NPSR antagonist 49%, L3MBTL1 block 4% and Epigenetic reg 2.1%.
For C/C(=N/NC(=O)Cn1nc2ccccc2n1)c1ccc(F)cc1 the results were CBFb-RUNX1 inh -3%, HTT aggregate -1%, NPSR antagonist 8%, L3MBTL1 block 2%, KinaseGlo FLuc 1%, Epigenetic reg 0.8% and IMPase Li cell 6%.
For COc1ccc(CNC(=O)Cn2cncn2)cc1OC the results were CBFb-RUNX1 inh 10%, HTT aggregate 5%, NPSR antagonist 18%, L3MBTL1 block -2%, KinaseGlo FLuc 1%, Epigenetic reg -1.4% and IMPase Li cell -1%.
Cc1c(Cl)c([N+](=O)[O-])nn1CCCC(=O)Nc1cc(Cl)ccc1Cl was read as CBFb-RUNX1 inh -2%, HTT aggregate 6%, NPSR antagonist -15%, L3MBTL1 block 10%, KinaseGlo FLuc 1%, Epigenetic reg 0.0% and IMPase Li cell 12%.
Screening Cn1c(=O)n(C)c2cc(/C=N/NC(N)=S)ccc21 returned CBFb-RUNX1 inh 17%, HTT aggregate inconclusive, NPSR antagonist -1%, L3MBTL1 block 0%, KinaseGlo FLuc 1%, Epigenetic reg 3.2% and IMPase Li cell -7%.
Screening NC(=O)C1CCN(C(=O)c2cc3n(n2)C(C(F)(F)F)CC(c2ccco2)N3)CC1 (stereo unspecified) returned CBFb-RUNX1 inh -4%, HTT aggregate -17%, NPSR antagonist -1%[46.1 µM], L3MBTL1 block 1%, KinaseGlo FLuc -1%, Epigenetic reg -0.8% and IMPase Li cell 30%[38.3 µM].

Assay outcomes (PubChem)
